12-LOX inh = ALOX12 (human) lipoxygenase inhibition; P18054; 580,000 tested, 1.1% active; AID 1671190; Potency, µM (series often up to 108 µM), for the others: top-dose activity change, negative = inhibition, actives largely listed as inhibitors; purified 12hLO, xylenol orange hydroperoxide absorbance; further: potency means the concentration at half of the fitted maximal effect; on the % scale 0 is the no-effect control and ±100 the full control effect
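Purified human 12hLO (150 nM final) in 25 mM Hepes, 0.01% Triton X-100, pH 7.0 was preincubated 15 min at room temperature with compound. Then 40 uM arachidonic acid was added, 30 min. Hydroperoxide was read by Fe-XO absorbance ratio 573/405 nm.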
G9a inh = G9a (human) methyltransferase inhibition. Q96KQ7. G9a H3K9 monomethylation, AlphaScreen, 2 h. Potency, µM (doses to about 102 µM), for the others: at the top dose activity, negative = inhibition, most hits filed as inhibitors. AID 504332. 350,000 tested, 8.8% active; further: potency means the concentration at half of the fitted maximal effect; on the % scale 0 is the no-effect control and ±100 the full control effect; nearly all actives have a fitted effect of over 75% in size
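Enzyme 20 nM + cpd, 15 min RT; add b-H3K9 pep 500 nM / SAM 20 uM; 2 h RT; anti-H3K9me1 Ab 0.5 ug/mL + SA donor / anti-rabbit acceptor beads 20 ug/mL each, 10 min; AlphaScreen read.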
HP1b binding inh = blocks HP1-beta chromodomain binding to methylated histone tails | P83916 | Potency, µM (series often up to 114 µM), without a hit: at the top dose activity change, negative = inhibition, most hits filed as inhibitors | AlphaScreen HP1-beta / biotin-H3K9me3 peptide binding | 390,000 tested, 0.56% active | AID 540317; further: potency means the concentration at half of the fitted maximal effect; nearly all actives have a fitted effect of over 70% in size; inactives centre near 23
Target sequence (P83916 whole entry, looked up): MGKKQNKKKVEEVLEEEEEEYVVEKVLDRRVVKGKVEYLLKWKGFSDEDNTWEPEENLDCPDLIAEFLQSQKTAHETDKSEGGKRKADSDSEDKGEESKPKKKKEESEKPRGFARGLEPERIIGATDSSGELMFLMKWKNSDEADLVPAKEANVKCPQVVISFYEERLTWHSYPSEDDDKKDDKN
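HP1-beta protein (50 nM final) preincubated 30 min at room temperature with biotinylated H3(1-18)K9me3 peptide (50 nM) in PBS pH 7.4, 0.01% Tween-20, then compound added for 30 min. AlphaScreen streptavidin donor/nickel chelate acceptor beads (10 ug/mL final), 30 min dark, luminescence read.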
ERG Ets-DNA blk = ERG Ets/DNA interaction inhibition; Potency, µM (doses to about 76.9 µM), for the others: top-dose FP activity, negative = inhibition, actives largely listed as inhibitors; 370,000 tested, 0.028% active; P11308; fluorescence polarization, His-ERG Ets domain / labelled DNA; active means well fitted inhibition curve with a large enough effect in the polarisation, with a control signal flat; inconclusive means small, poorly fitted or top-dose-only effect, or effect the other way, or a change in a side signal; inactive means no such curve, though single readings can be large or run the other way; the % refers to the polarisation;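 further: polarization taken with two DNA probes labelled with fluorescein and Texas red; potency means the concentration at half of the fitted maximal effect; % of control where 0% means no effect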
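His-tagged ERG Ets domain (1 uM in the protein solution; 300mM KCl, 50mM Tris-HCl, 1mM EDTA, 1mM DTT, pH 7.5) received compound, then a probe mix of 5 nM fluorescein-DNA and 100nM Texas-615-DNA. Fluorescence polarization was read for both dyes.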
BAZ2B inh = BAZ2B (human) inhibition. 360,000 tested, 4.4% active. Potency, µM (top dose mostly 114 µM), inactives show at the highest dose activity change, negative = inhibition, hits mostly inhibitors. Q9UIF8. AID 504333. AlphaScreen BAZ2B-H3K14Ac peptide displacement; further: potency means the concentration at half of the fitted maximal effect; on the % scale 0 is the no-effect control and ±100 the full control effect; nearly all actives have a fitted effect of over 60% in size
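Compounds, titrated to a top concentration of 110 uM, were incubated 30 min at room temperature with preformed BAZ2B/acetyl-K14 H3 peptide complex (50 nM each). Proximity signal was measured by AlphaScreen after 20 min with beads.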
GLS inhibitor = blocks human kidney-isoform glutaminase activity | AID 624170 | Potency, µM (series often up to 45.5 µM), inactives show at the highest dose activity change, negative = inhibition, hits mostly inhibitors | 410,000 tested, 0.21% active | GLS enzymatic activity, qHTS titration | O94925; further: potency means the concentration at half of the fitted maximal effect; on the % scale 0 is the no-effect control and ±100 the full control effect
Target sequence (O94925 whole entry, looked up, canonical isoform): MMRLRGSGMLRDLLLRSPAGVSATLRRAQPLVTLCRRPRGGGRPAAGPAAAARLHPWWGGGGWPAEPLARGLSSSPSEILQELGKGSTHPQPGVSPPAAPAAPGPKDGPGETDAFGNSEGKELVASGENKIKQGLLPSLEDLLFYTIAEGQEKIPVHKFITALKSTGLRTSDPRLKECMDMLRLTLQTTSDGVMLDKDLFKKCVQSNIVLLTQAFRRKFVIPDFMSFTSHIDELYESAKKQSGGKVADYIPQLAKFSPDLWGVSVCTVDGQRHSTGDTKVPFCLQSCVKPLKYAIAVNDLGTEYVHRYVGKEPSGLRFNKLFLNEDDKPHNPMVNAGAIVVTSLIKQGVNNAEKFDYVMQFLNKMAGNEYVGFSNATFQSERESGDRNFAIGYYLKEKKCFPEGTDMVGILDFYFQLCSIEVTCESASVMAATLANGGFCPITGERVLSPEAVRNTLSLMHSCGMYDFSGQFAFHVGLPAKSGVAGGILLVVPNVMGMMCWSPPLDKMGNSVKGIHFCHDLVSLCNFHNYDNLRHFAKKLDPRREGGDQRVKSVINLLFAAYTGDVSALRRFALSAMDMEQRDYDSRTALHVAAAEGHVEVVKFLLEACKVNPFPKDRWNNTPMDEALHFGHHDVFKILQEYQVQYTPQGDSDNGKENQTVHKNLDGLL
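Read-out is an Amplex red fluorescence increase coupled through glutamate oxidase and HRP, measured before and after 30 min room-temperature incubation. hKGA is in 45 mM KH2PO4 (pH 8.2) with 0.02% Tween-20; glutamine added as 1mM solution.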
PI4K2A inh = blocks human PI4K2A kinase activity; Q9BTU6; purified PI4K2A, ADP-Glo luminescence, 1 h; stronger effect = lower value; activity change, negative = inhibition, % at 76.9 µM; 420,000 tested, 0.13% active; AID 1346378; in the data active means activity change below about -50%; inconclusive means mostly about -30% to -49%;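 further: -100% = wells without enzyme as full effect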
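ADP-Glo luminescence measured ADP generated by PI4K2A enzyme (4 ug/mL before mixing) with 1.2 mM PI substrate (pre-mix) and 300 microM ATP (pre-mix). Tris pH7.5 buffer with MgCl2, Triton X-100; 1 h reaction at ambient temperature.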
JMJD2A Tudor = inhibitors of human JMJD2A Tudor domain; O75164; AlphaScreen JMJD2A-Tudor / H3K4me3 peptide binding; Potency, µM (top dose mostly 114 µM), without a hit: at the top dose activity change, negative = inhibition, actives largely listed as inhibitors; 390,000 tested, 4.4% active; AID 504339; further: potency means the concentration at half of the fitted maximal effect; on the % scale 0 is the no-effect control and ±100 the full control effect; nearly all actives have a fitted effect of over 50% in size
RGS4 inhibitor = blocks human RGS4-accelerated GTP hydrolysis | P49798 | Transcreener GDP fluorescence polarization, RGS4-accelerated GTP hydrolysis | Potency, µM (doses to about 114 µM), for inactives: top-dose activity change, negative = inhibition, actives largely listed as inhibitors | 390,000 tested, 0.039% active | AID 504845; further: potency means the concentration at half of the fitted maximal effect; on the % scale 0 is the no-effect control and ±100 the full control effect; nearly all actives have a fitted effect of over 75% in size; some results filed as inactive show a strong effect at the top dose
Target sequence (P49798 whole entry, looked up): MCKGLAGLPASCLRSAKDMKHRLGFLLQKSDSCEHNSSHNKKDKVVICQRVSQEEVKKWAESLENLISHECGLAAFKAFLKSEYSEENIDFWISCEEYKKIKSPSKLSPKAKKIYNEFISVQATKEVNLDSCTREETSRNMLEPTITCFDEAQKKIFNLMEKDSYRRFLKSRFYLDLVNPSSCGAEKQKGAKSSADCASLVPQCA
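MLSMR compounds (23 nl, pin-transferred) preincubated 10 min at room temperature with a 500nM (2x) first reagent, then RGS4 at 900nM (2x) plus Transcreener GDP mix added; fluorescence polarization (620/688 nm) read before and after 90 min at 30 °C.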
* = called active by the depositor; ? = inconclusive; nt = no result given; & = joins results of further samples; [ ] = remark or other dose. Unless noted, the call rests on the fitted dose curve; in most records, active means well fitted curve in the direction sought with a large enough effect; inconclusive means small, poorly fitted or top-dose-only effect, or another doubt; inactive means no such curve, though single readings can be large; an effect the other way counts as inactive or inconclusive. An excerpt; rates above refer to the full screens.

item	SMILES	HP1b binding inh	G9a inh	BAZ2B inh	GLS inhibitor	JMJD2A Tudor	ERG Ets-DNA blk	PI4K2A inh	RGS4 inhibitor	12-LOX inh
1	CN(C)C(=O)c1cc(C(=O)c2ccccc2)c[nH]1	41%[activator]	20%	-21%	3%	-10%	0%	4	11%	?
2	Cn1cc(S(=O)(=O)N2CCCCCC2)cc1C(=O)N1CCN(c2ccccc2F)CC1	17%[57 µM]	4%[59 µM]	-19%	-2%	-14%	0%	-7	1%	-10%
3	CCOC(=O)N/N=C\c1ccc(OC(=O)c2ccc3c(c2)OCO3)cc1	27%	-39%	nt	5%	-20%	-4%	4	6%	-2%
4	COC(=O)C(Cc1ccc(O)cc1)NC(=O)C(C)NC(=O)c1ccc(C(C)(C)C)cc1 (stereo not drawn)	-9%	-22%	-10%	-8%	-17%	9%	5	17%	-21%
5	CS(=O)(=O)N(CC(=O)NC1CCCCCC1)Cc1ccccc1	19%	13%[59 µM]	-1%	-14%	-5%	2%	6	-5%	8%
6	O=C1NC[C@H](c2ccccc2)OC(=O)[C@H](Cc2ccc(F)cc2)C/C=C\C[C@@H]1CC(=O)N(CCO)Cc1ccccc1	9%	nt	nt	8%	-22%	-2%	-1	13%	?
7	Clc1ccc(-n2ncc3c(NCCCn4ccnc4)ncnc32)cc1	17%	25µM*	-33%	1%	-24%	-11%	4	-5%	?
8	CCC(c1nnnn1C(C)(C)C)N1CCN(Cc2ccccc2OC)CC1 (stereo not drawn)	15%	?	-18%	4%	-10%	-13%	-1	16%	2%
9	COCCN(Cc1nc(-c2ccc(C(F)(F)F)cc2)no1)C(C)C	38%[activator]	7%	-16%	2%	18%	-2%	4	3%	-1%
10	Cc1ccc(-c2cc(NC(=O)COc3c(C)cc(C)cc3C)on2)cc1	44%[activator]	4%[59 µM]	-8%	-2%	-13%	-5%	0	-7%	-19%
11	COc1ccc(S(=O)(=O)N2CCN(C(=O)c3c(C)nn(-c4ccccc4)c3C)CC2)cc1	31%	-4%[12.7 µM]	-3%	0%	-1%	nt	-3	-15%	352%[activator]
12	Cc1cc(C)c[n+](CC(=O)c2ccc(NC(=O)c3ccccc3)cc2)c1	31%	nt	-9%	3%	-3%	-5%	-2	-11%	2%
13	CSc1ccc(CCNC(=O)c2c(C)oc3ncn(C)c(=O)c23)cc1	34%	-3%[59 µM]	1%[57.1 µM]	-1%	-12%	-4%	8	-8%	-18%
14	CCC(Sc1nc2ccncc2[nH]1)C(=O)Nc1ccc(F)cc1 (stereo not drawn)	38%	-5%[59 µM]	4%	9%	-9%	4%	-3	-9%	-9%&-12%
15	O=C(Nc1ccc2oc(=O)ccc2c1)c1ccc(-c2ccccc2[N+](=O)[O-])o1	8%	-25%	-21%	0%	-31%	0%	-2	?	?
16	CCC(OC(=O)c1cc2sccc2n1C)C(=O)NCc1ccco1 (stereo not drawn)	22%	15%	14%	17%	-4%	nt	-2	-3%	-2%
17	O=C(COc1ccc(Cl)cc1)Nc1nnc(-c2ccc3c(c2)CCCC3)o1	52%[activator]	6%	28%	4%	-13%	-3%	-6	-1%	1%[57.4 µM]
18	COCCCNC(=O)c1ccc(-n2c(-c3ccccc3)cc3c2CCC(C)C3)cc1 (stereo not drawn)	14%	1%[59 µM]	5%	-4%	-14%	-22%	5	-1%	-15%
19	Cc1nc2nncn2c(Nc2ccccc2)c1C	14%	-31%[59 µM]	-13%	0%	-18%	-2%	-3	12%	-31%
20	Cc1ccc2nc(-c3ccc(Cl)c(NC(=O)COc4cccc(C)c4C)c3)oc2c1	27%	-1%[59 µM]	-13%	5%	4%	2%	0	1%	5%
21	O=C1NC(Cc2ccccc2)C(=O)N1Cc1cc([N+](=O)[O-])cc2c1OCOC2 (stereo not drawn)	27%	3%	79µM*	-7%	-7%	-5%	-4	-14%	-5%
22	Cc1cc(C(=O)OCC(=O)N2CC(C)CC(C)C2)c(C)o1 (stereo not drawn)	23%	?	-3%	-8%	-12%	0%	6	-16%	?
23	COc1ccc(Oc2nc(OC)cc(OC)n2)cc1	45%[activator]	-14%[59 µM]	14%	-1%	12%	8%	1	-17%	-10%
24	Cc1cc(C)c(S(=O)(=O)Nc2nnc(C3CCCCC3)s2)c(C)c1	17%	71µM*	-38%	50%[activator]	-5%	-2%	1	18%	40%[activator]
25	COc1ccc(C2=Nn3c(nnc3-c3ccccc3F)SC2)cc1OC1CCCC1	-8%	nt	nt	12%	?	nt	1	-32%	?

Entries of single compounds as entered above. Screens in order: HP1b binding inh, G9a inh, BAZ2B inh, GLS inhibitor, JMJD2A Tudor, ERG Ets-DNA blk, PI4K2A inh, RGS4 inhibitor, 12-LOX inh
Record of COc1ccc(C2=Nn3c(nnc3-c3ccccc3F)SC2)cc1OC1CCCC1 → -8%, nt, nt, 12%, ?, nt, 1, -32%, ?
Record of COc1ccc(Oc2nc(OC)cc(OC)n2)cc1 → 45%[activator], -14%[59 µM], 14%, -1%, 12%, 8%, 1, -17%, -10%
Record of O=C1NC[C@H](c2ccccc2)OC(=O)[C@H](Cc2ccc(F)cc2)C/C=C\C[C@@H]1CC(=O)N(CCO)Cc1ccccc1 → 9%, nt, nt, 8%, -22%, -2%, -1, 13%, ?

3 entries picked at random from those above, as already listed:
item	SMILES	HP1b binding inh	G9a inh	BAZ2B inh	GLS inhibitor	JMJD2A Tudor	ERG Ets-DNA blk	PI4K2A inh	RGS4 inhibitor	12-LOX inh
18	COCCCNC(=O)c1ccc(-n2c(-c3ccccc3)cc3c2CCC(C)C3)cc1 (stereo not drawn)	14%	1%[59 µM]	5%	-4%	-14%	-22%	5	-1%	-15%
9	COCCN(Cc1nc(-c2ccc(C(F)(F)F)cc2)no1)C(C)C	38%[activator]	7%	-16%	2%	18%	-2%	4	3%	-1%
6	O=C1NC[C@H](c2ccccc2)OC(=O)[C@H](Cc2ccc(F)cc2)C/C=C\C[C@@H]1CC(=O)N(CCO)Cc1ccccc1	9%	nt	nt	8%	-22%	-2%	-1	13%	?

Additional compounds:
item	SMILES	HP1b binding inh	G9a inh	BAZ2B inh	GLS inhibitor	JMJD2A Tudor	ERG Ets-DNA blk	PI4K2A inh	RGS4 inhibitor	12-LOX inh
26	Cc1csc2nc(COC(=O)c3ccccc3NC(=O)c3ccc(F)cc3)cc(=O)n12	18%	6%[59 µM]	-4%	7%	-5%	3%	-3	9%	?
27	C=CCN1C=CC(=CC=C(C#N)C#N)C=C1	11%	?	-37%	-9%	-12%	9%	-16	-5%	0%
28	O=C(COC(=O)c1cccc([N+](=O)[O-])c1)Nc1ncc(Br)s1	5%[57 µM]	nt	nt	5%	-8%	10%	-5	2%	-11%
29	CNC[C@H]1Oc2c(NC(=O)C3CCCCC3)cccc2C(=O)N([C@H](C)CO)C[C@@H]1C	45%[activator]	nt	nt	-3%	-10%	-3%	0	-5%	?
30	Cn1c(=O)c2cn3c(c2n(C)c1=O)C(c1ccccc1)CC(c1ccccc1)=N3 (stereo not drawn)	19%	8.9µM*	?	-3%	?	-3%	2	15%	?
31	Cc1nc(NS(=O)(=O)c2cccs2)c2c3c(sc2n1)CCC3	56%[activator]	79µM*	?	3%	-5%[57.1 µM]	-6%	-6	-14%[56.9 µM]	25%
32	CC(Sc1ccccc1)C(=O)Nc1ccccc1C(=O)N1CCOCC1 (stereo not drawn)	12%	3%[59 µM]	2%	4%	1%	-1%	-21	23%	0%
33	CCNC(=O)NC(=O)COc1ccccc1C#N	18%	-26%	-1%	22%	-17%	nt	-3	5%	0%
34	CCC1(C)Cc2ccccc2-c2[nH]c(=S)[nH]c(=O)c21 (stereo not drawn)	25%	-12%[0.501 µM]	-36%	-1%	-18%	-6%	-2	-36%	?
35	Cc1ccc2nc(-c3ccc(NC(=O)COc4ccccc4)cc3)sc2c1	28%	8%[59 µM]	4%	3%	-9%	0%	-4	-6%	-20%
36	CCOC(=O)CNC(=O)c1cnc(Nc2ccccc2OC)c2ccccc12	15%	40%	21%	12%	-1%	8%	0	-2%	?
37	COc1cc(/C=N/N(C)C)cc(Br)c1O	13%	14µM*	-32%	5%	-27%	-15%	1	-11%	-6%
38	O=C(COC(=O)c1cc(Cl)ccc1Cl)NC1CCCC1	7%	17%	1%	10%	-15%	-1%	4	7%	10%
39	Cc1cc(O)ccc1NS(=O)(=O)c1ccc2c3c(cccc13)C(=O)N2	9%	-22%	-27%	50%[activator]	-17%	4%	8	-22%	4%
40	O=C1CNC(=O)/C1=C\N1CCN(C(c2ccccc2)c2ccccc2)CC1	78%[activator]	45µM*	-31%	-5%	-18%	-20%	-4	-17%	0%
41	CC(=O)Nc1ccc(/C=N\NC(=O)CNS(=O)(=O)c2ccc([N+](=O)[O-])cc2)cc1	25%	0%	-26%	10%	-12%	0%	-4	-9%	-4%
42	CCOc1ccccc1-c1nn2c(Cc3ccccc3)nnc2s1	8%	-12%[59 µM]	-29%	7%	?	-2%	4	-4%	26%
43	O=[N+]([O-])c1ccc(CSc2nc3ccccc3o2)cc1	-9%	-20%[59 µM]	-4%	2%	-21%	-1%	-1	-28%	37%[activator]
44	COc1c(O)cc2oc(-c3ccc(O)cc3)cc(=O)c2c1O	26%	23%[59 µM]	-21%	8%	-20%	9%	-4	-3%	?
